Screening data from PubChem.
OX1R antag-1: antagonists of human orexin 1 receptor (OX1R) | Orexin/Hypocretin receptor type 1 (Homo sapiens), O43613 | inhibition, % at 6.6 µM | 330,000 compounds, 1.8% hits | AID 485270, 2010 | OX1R-expressing cells, FRET antagonist read-out; in the data active means inhibition mostly above about 38%, no sharp cut-off; inactive means mostly below about 40%;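 further: 0% = agonist challenge alone and 100% = reference antagonist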
Target sequence (O43613 whole entry, looked up): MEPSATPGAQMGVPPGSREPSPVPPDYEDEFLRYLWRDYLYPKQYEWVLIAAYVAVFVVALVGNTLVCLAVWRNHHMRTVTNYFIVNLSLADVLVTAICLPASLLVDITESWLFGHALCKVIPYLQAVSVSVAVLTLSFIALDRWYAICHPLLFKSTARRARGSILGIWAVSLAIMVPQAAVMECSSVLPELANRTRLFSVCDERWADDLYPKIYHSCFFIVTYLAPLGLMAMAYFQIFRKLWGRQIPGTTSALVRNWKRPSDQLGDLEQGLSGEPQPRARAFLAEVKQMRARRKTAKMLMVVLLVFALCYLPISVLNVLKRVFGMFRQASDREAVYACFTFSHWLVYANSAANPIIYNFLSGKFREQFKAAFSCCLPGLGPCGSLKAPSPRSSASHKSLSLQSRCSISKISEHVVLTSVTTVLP
OX1R antag-2: OX1R (HCRTR1) antagonists, primary screen, fluorescence, CHO/OX1R cells, Fluo-8 calcium, orexin A. Orexin/Hypocretin receptor type 1 (Homo sapiens), O43613. AID 434989, 2010. 330,000 compounds, 0.43% hits. inhibition, % at 5 µM. Fluo-8 calcium fluorescence;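 active means inhibition above its plate's threshold, mean inhibition of all tested compounds on the plate plus 3 SD, cut at about 37% in these data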;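 further: 0% = orexin A challenge wells and 100% = SB-334867-A antagonist wells; not every result past the cut was called active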
CHT allo act: CHT positive allosteric modulators, primary screen, cell-based, membrane potential dye, choline EC20 | High affinity choline transporter 1 (Homo sapiens), Q9GZV3 | CHT-expressing cells; hits give high values; LV-AA mutant CHT in HEK293 cells | 310,000 compounds, 0.49% hits | B-score at 10 µM;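 active means initial fluorescence not abnormally high and integrated response B-score, plate-corrected, over 3 SD above library mean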
Target sequence (Q9GZV3 whole entry, looked up): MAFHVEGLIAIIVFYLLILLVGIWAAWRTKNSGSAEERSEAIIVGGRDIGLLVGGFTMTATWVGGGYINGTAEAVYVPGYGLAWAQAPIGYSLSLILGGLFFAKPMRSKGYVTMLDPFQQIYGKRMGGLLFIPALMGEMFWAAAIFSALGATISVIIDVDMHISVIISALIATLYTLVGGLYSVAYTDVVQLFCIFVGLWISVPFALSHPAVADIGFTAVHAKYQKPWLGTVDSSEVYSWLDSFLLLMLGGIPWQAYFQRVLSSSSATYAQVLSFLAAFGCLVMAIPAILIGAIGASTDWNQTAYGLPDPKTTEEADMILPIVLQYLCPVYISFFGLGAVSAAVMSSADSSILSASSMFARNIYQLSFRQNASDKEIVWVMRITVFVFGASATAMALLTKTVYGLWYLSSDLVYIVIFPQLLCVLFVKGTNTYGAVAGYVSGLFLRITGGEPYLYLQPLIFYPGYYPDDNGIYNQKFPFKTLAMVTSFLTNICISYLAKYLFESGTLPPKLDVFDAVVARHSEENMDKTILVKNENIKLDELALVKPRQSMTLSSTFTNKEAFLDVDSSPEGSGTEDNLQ
* hit, by the source's call; i = inactive; x = not tested or not shown; & = joins results of further samples.

entry	compound	CHT allo act	OX1R antag-2	OX1R antag-1
1	COc1ccccc1N(CCC#N)C(=O)COC(=O)CCC(=O)c1ccc(F)cc1	x	-2	0
2	Cc1ccc(/C=N/NC(=O)Cc2ccc(Cl)cc2)s1	i	-12	21
3	Cn1c(N2CCN(c3ccccn3)CC2)nc2c1c(=O)n(Cc1ccccc1Cl)c(=O)n2C	i	-12	26
4	CCn1cc(C2=NC(CCSC)CO2)c2ccccc21 (stereo unspecified)	i	-22	13
5	CCCn1c(N)c(N(CCOC)C(=O)CSc2c(Cl)cccc2Cl)c(=O)[nH]c1=O	x	-12	2
6	O=C(Nc1ccc(C(F)(F)F)cc1)c1ccccc1	x	-8	16
7	Cc1ccc(CNC(=O)CSc2nnc3c(n2)[nH]c2ccccc23)cc1	i	-8	12
8	CC(C)NC(=O)c1cc2c(C(F)(F)F)nn(C)c2s1	i	-9	23
9	Cc1ccc(CNC(=O)CCn2cc(-c3ccc(F)cc3)nc2-c2ccncc2)cc1	i	-25	31
10	CN(C)CCCNCCCNC(=O)/C(=N\O)c1ccccn1	i	-19	8
11	Cc1cc(C)c(-c2cc(NC(=O)CSc3nncn3C)n(-c3ccccc3)n2)cc1C	i	-22	16
12	O=C(CSCc1ccccc1Cl)Nc1ccc(C(=O)O)cc1	i	-2	11
13	Cc1onc(-c2c(Cl)cccc2Cl)c1C(=O)NC(C)(C)CO	i	-8	13
14	COCCN1CC(=O)N2C(c3cccc(OC)c3)c3[nH]c4ccccc4c3C[C@H]2C1=O (stereo partly specified)	i	-23	1
15	O=C(O)CSc1nnnn1-c1ccccc1	i	-6	11
16	N/C(=N\OC(=O)c1cc(Cl)ccc1Cl)c1ccccn1	i	-25	13
17	CC/C(O)=C1\C(=O)CCCC1=NCc1nc2ccccc2[nH]1	i	-7	5
18	O=C(Oc1ccc(Br)cc1C(=S)N1CCCCC1)c1cc([N+](=O)[O-])cc([N+](=O)[O-])c1	i	-19	130*
19	CCNC(=S)N1CCC(NC(=O)C2CCCCC2)CC1	i	-16	9
20	COC(=O)c1sccc1NC(=O)c1cc(OC)c(OC)c(OC)c1	i	-16	18
21	CCOC(=O)c1ccc(S(=O)(=O)N2CCN(C(=O)c3cc(=O)c4ccccc4o3)CC2)cc1	i	-34	22
22	CC(=O)c1ccc(N2CCC(c3cc(-c4ccc(Cl)cc4)n[nH]3)CC2)c([N+](=O)[O-])c1	i	15	28
23	COc1cccc(C(=O)Nc2sc3c(c2C#N)CCN(C(C)=O)C3)c1	i	-9	46
24	Cc1ccccc1CC(=O)NC1CCCc2ccccc21 (stereo unspecified)	i	-27	41
25	COc1ccc(C(=O)C[n+]2cn(C(F)F)c3ccccc32)c(F)c1	i	-21	31
26	CC(C)C(=O)N1CCN(c2ccc(NC(=S)NC(=O)c3cc4ccccc4o3)cc2)CC1	i	-17	16
27	O=C(O)c1ccc(Cn2c(SCc3cc(=O)n4cc(Br)ccc4n3)nc3ccsc3c2=O)cc1	i	9	8
28	COc1ccccc1NS(=O)(=O)c1ccc(S(=O)(=O)N2CCOCC2)cc1	i	-4	37
29	Cc1ccc(CNc2ccc(N3CCOCC3)cc2)cc1	i	-20	22
30	C=CCn1c(COc2cccc3ccc(C)nc23)nnc1SCC(=O)OC	i	-9	23

Single records, as listed above. Order of values: CHT allo act, OX1R antag-2, OX1R antag-1
`CCn1cc(C2=NC(CCSC)CO2)c2ccccc21` (stereo unspecified) reads i, -22, 13
`COc1ccc(C(=O)C[n+]2cn(C(F)F)c3ccccc32)c(F)c1` reads i, -21, 31

Next structures.
entry	compound	CHT allo act	OX1R antag-2	OX1R antag-1
31	Cc1ccc(O)c(C2=NCCNC(C(F)(F)F)=C2)c1	i	-11	-1
32	COc1ccc(OCCN2C(=O)NC(C)(c3ccc(C)cc3)C2=O)cc1 (stereo unspecified)	i	-7	16
33	C#CCOc1nc(Nc2cccc([N+](=O)[O-])c2)nc(OCC#C)n1	i	-6	33
34	O=C(NCc1ccco1)/C(=C\c1cccs1)NC(=O)c1cccs1	i	-6	10
35	COC(=O)c1ccccc1SC(CC(=O)c1ccccc1)c1ccc(F)cc1 (stereo unspecified)	i	-28	6
36	C[C@@H]1O[C@@H](O[C@H]2[C@H](Oc3cc(O)c4c(c3)OC(c3ccc(O)cc3)CC4=O)O[C@H](CO)[C@@H](O)[C@@H]2O)[C@H](O)[C@H](O)[C@H]1O (stereo partly specified)	i	0	10
37	Cc1ccc(NC(=O)C(C)OC(=O)c2ccc(Cl)nc2)cc1S(=O)(=O)N1CCOCC1 (stereo unspecified)	i	-25	13
38	Cc1cccc(/C(N)=N/OC(=O)CCC2CCCCC2)c1	i	1	3
39	Cc1ccc(NNC(=O)c2c(F)cccc2Cl)cc1C	i	-12	1
40	Nc1ccccc1SCC(=O)Nc1nccs1	i	-13	15
41	CC(=O)NS(=O)(=O)c1ccc2c(c1)Cc1cc(S(=O)(=O)NC(C)=O)ccc1-2	i	-7	7
42	CO/N=C/C(=N\Nc1ccc(OC)cc1)C(=O)c1ccc(OC)cc1	i	-22	12
43	O=C(NCc1cccs1)c1nc(-c2cccs2)no1	i	-16	14
44	Cc1noc(C(=O)Nc2ccccc2C(F)(F)F)c1Cl	i	-13	-3
45	COCCNC(=O)c1sc2ncn(CC(=O)N3CCCCC3)c(=O)c2c1C	i	-13	29
46	CC1(C)CC(=O)C2=C(C1)C(c1cn(-c3ccccc3)nc1-c1ccccc1)C(C#N)=C(N)O2 (stereo unspecified)	i	-14	12
47	O=c1c(C(c2ccc(F)cc2)c2c(O)nc3n(c2=O)CCCS3)c(O)nc2n1CCCS2	i	-28	8
48	CCCc1cc(=O)oc2cc(OCC(=O)NC3CCN(Cc4ccccc4)CC3)ccc12	i	-41	13
49	CC(=O)N1CCN(CC(O)COc2ccc(Br)cc2)CC1 (stereo unspecified)	i	-13	5
50	COc1ccc(S(=O)(=O)N2CCCN(Cc3cccc(F)c3)CC2)cc1	i	-11	21
51	CC(NC(=O)OC1CCCCC1)N1C(=O)C2C3C=CC(C3)C2C1=O (stereo unspecified)	i	3	17
52	Cc1cc(C)n(C2CCCCC2OC(=O)CCc2ccccc2)n1 (stereo unspecified)	i	-30	5
53	CCOC(=O)C1CCCN(C(=O)COC(=O)C2=COCCO2)C1 (stereo unspecified)	i	-23	18
54	CC(C(O)c1ccc(O)cc1)N1CCC(Cc2ccccc2)CC1 (stereo unspecified)	i	-9&-6&-16	7&14&10
55	COc1cc(/C=C/C(=O)c2ccc3c(c2)OCCO3)cc(OC)c1OC	i	2	12
56	O=C(Cc1ccc(Cl)cc1)Nc1nc2ccccc2[nH]1	i	-2	19
57	Cc1ccccc1NC(=S)NCCc1c[nH]c2ccccc12	i	-17	8
58	CCN(CC(=O)Nc1ccccc1OC)C(=O)c1ccc(NC(=O)c2cccs2)cc1	x	0	6
59	C[C@H](CO)N1C[C@H](C)[C@@H](CN(C)C(=O)Nc2ccccc2)Oc2ccc(NC(=O)Cn3cnnn3)cc2C1=O	x	-9	-4
60	COc1ccc(CCNC(=O)CCCOc2ccc(C)cc2)cc1OC	i	-17	27

In another format: entries from further up
56) O=C(Cc1ccc(Cl)cc1)Nc1nc2ccccc2[nH]1
57) Cc1ccccc1NC(=S)NCCc1c[nH]c2ccccc12
58) CCN(CC(=O)Nc1ccccc1OC)C(=O)c1ccc(NC(=O)c2cccs2)cc1
59) C[C@H](CO)N1C[C@H](C)[C@@H](CN(C)C(=O)Nc2ccccc2)Oc2ccc(NC(=O)Cn3cnnn3)cc2C1=O
compound no.	56	57	58	59
CHT allo act	i	i	x	x
OX1R antag-2	-2	-17	0	-9
OX1R antag-1	19	8	6	-4

Next compounds.
entry	compound	CHT allo act	OX1R antag-2	OX1R antag-1
61	c1cnc(N2CCN(Cc3ccc4c(c3)OCO4)CC2)cn1	i	-22	-4
62	O=C(O)Cc1ccc(O)cc1	i	-13	10
63	O=C1CCCC(O)=C1N=Nc1ccc2ncsc2c1	i	-17	31
64	Cc1cccc2cc(CN(Cc3cccs3)C3(c4nnnn4C4CCCC4)CCCC3)c(=O)[nH]c12	i	-16	15
65	O=C(/C=C/c1ccccc1)OCCN1C(=O)c2ccccc2C1=O	i	-17	7
66	COc1ccc(CN(C)C(=O)c2cc(S(=O)(=O)Nc3ccccc3F)ccc2C)c(OC)c1	i	-3	26
67	COc1cccc(CN(C(=O)Cc2c[nH]c3ccccc23)C(C(=O)NC2CCCCC2)c2cccs2)c1 (stereo unspecified)	i	-5	19
68	CC(C)N(Cc1nccn1C)C(=O)c1cc(COc2cccc(C(F)(F)F)c2)on1	i	-21	5
69	CCC(C)[C@H](NS(=O)(=O)c1ccc(C)cc1)C(=O)N1CCC(C(=O)N2CCC(C(N)=O)CC2)CC1 (stereo partly specified)	i	4	13
70	Cc1cc(=O)n(C)c(=O)n1CCCCCOc1cccc([N+](=O)[O-])c1	i	-10	33
71	O=C(c1ccccc1)C(O)c1ccccc1 (stereo unspecified)	x	-5	0
72	Cc1ccc(/C=N/NC(=O)c2c[nH]c3ccccc23)o1	i	-3	7
73	Nc1ccccc1-c1nnn(CC(=O)Nc2ccc3c(c2)OCCO3)n1	i	-2	18
74	COC1=C/C(=C/c2c(N)n3c(nc2=O)sc2cc(S(C)(=O)=O)ccc23)C=CC1=O	i	-11	5
75	COc1ccccc1/C=C1\SC(=S)N(CC(=O)NC2CCS(=O)(=O)C2)C1=O (stereo unspecified)	i	-17	16
76	COc1ccc(C(=O)OCC(=O)N2CCN(C(=O)c3ccco3)CC2)cc1OC	x	-12	5
77	O=C(NC(=O)c1cccc(F)c1)Nc1nc(-c2ccc(F)cc2)cc(C(F)(F)F)n1	i	-16	7
78	Cc1ccc(NC(=O)CNC(=O)c2cccc(Cl)c2)nc1	i	-2	14
79	Cc1cc(C)nc(NS(=O)(=O)c2ccc(NC(=O)C(C)Oc3ccccc3F)cc2)n1 (stereo unspecified)	i	-26	12
80	CSc1ccc(CN(C)CC(=O)Nc2ccccc2Br)cc1	i	-26	13
81	CCOC(=O)Cc1csc(NC(=O)c2csc(C)c2)n1	i	-23	15
82	Cc1ccc(CN2CCCCC2C(=O)Nc2ccc(Oc3cccnc3)cc2)o1 (stereo unspecified)	i	-22	27
83	COc1ccccc1CNC(=O)CN1CCN(S(=O)(=O)c2cccs2)CC1	i	-5	10
84	CC(C)(C)NC(=O)C(c1ccncc1)N(C(=O)c1csnn1)c1ccccc1 (stereo unspecified)	i	-22	11
85	O=P(O)(CCc1ccccc1)CN1CCCCC1	i	-9	4
86	COc1ccc(S(=O)(=O)N2CCOCC2)cc1NC(=O)CSc1nnc2n1CCCCC2	x	5	3
87	O=C(CCC(=O)OCc1cccc([N+](=O)[O-])c1)Nc1ccccc1Cl	i	-4	16
88	Cc1ccc(NS(=O)(=O)c2cccc(C(=O)NC3CC3)c2)c(C)c1	x	-3	6
89	COc1cccc(C(=O)N/N=C(\CC(C)C)c2ccccc2)c1	i	-13	19
90	COc1ccc(NC(=O)/C(=C\c2cccs2)NC(=O)c2ccco2)cc1	i	-18	13
91	O=C(NCc1n[nH]c(=S)n1-c1ccc(Cl)c(Cl)c1)c1cccs1	i	5	21
92	C/C(=C\C(=O)c1ccc(F)cc1)Nc1ccc(N2CCOCC2)cc1	i	-31	27
93	Brc1c(CSc2nnc(-c3ccco3)o2)nc2ccccn12	i	-10	31
94	Cc1onc(-c2ccccc2)c1C(=O)OCC(=O)Nc1cccc(Cl)c1	x	0	12
95	CC1SC(C)C(=O)N(CC(=O)Nc2ccc([N+](=O)[O-])cc2)C1=O (stereo unspecified)	i	-7	32
96	COc1ccc(S(=O)(=O)N/N=C\c2ccc(OC)c(COc3ccc(C)cc3[N+](=O)[O-])c2)cc1	i	7	24
97	CCOC(=O)C1CCCN(C(=O)Cc2c(F)cccc2Cl)C1 (stereo unspecified)	i	-20	6
98	O=C(O)C1(S(=O)(=O)c2ccc(Cl)cc2)CCC1	i	-1	5
99	COc1cccc(-n2ccnc2SCC(=O)Nc2ccccc2)c1	i	-12	41
100	COC(=O)c1ccc(NC(=O)c2ccc(NC(=O)c3ccco3)cc2)cc1	i	-8	35
101	O=c1ccc(-c2ccc(S(=O)(=O)Nc3cccc(F)c3)o2)n[nH]1	i	-16	19
102	COc1ccc(N(CC(=O)Nc2ccccc2C)S(=O)(=O)c2ccccc2[N+](=O)[O-])c(OC)c1	i	11	48
103	CN1Cc2ccccc2CC1CNCc1c(C(=O)N2CCCC2)nc2ccccn12 (stereo unspecified)	i	-16	9
104	COc1ccc(/C=C(/NC(=O)c2cccs2)C(=O)Nc2ccc(C)cc2)cc1OC	i	-18	13
105	O=C(NC1CC1)C1=C[C@@H](C2CC2)C[C@@H](OCCCCO)O1	i	-4	12
106	CCOC(=O)C1CCCN(CCC(=O)Nc2cccc(Cl)c2C)C1 (stereo unspecified)	i	-20	14
107	O=C(NCCN1CCN(C(=O)C(c2ccccc2)c2ccccc2)CC1)C(=O)Nc1ccccc1	i	-17	15
108	CC(C)(C)N=Cc1c(O)ccc2oc3c(c12)CCCC3	i	-9	-4
109	CCCNC(=O)c1cccc(S(=O)(=O)N2CC3(C)CC2CC(C)(C)C3)c1 (stereo unspecified)	i	-25	16
110	CCc1ccc(C2CC(c3cccc(Cl)c3)n3nc(N)nc3N2)cc1 (stereo unspecified)	i	8	20
111	COc1cc(Cl)c(C)cc1NCC(=O)Nc1cccc(S(=O)(=O)N2CCCC2)c1	x	-4	12
